D2 potentiator: HTS Assay for Positive Allosteric Modulators of the Human D2 Dopamine Receptor: Primary Screen for Potentiators; D(2) dopamine receptor (Homo sapiens), P14416; HEK293 T-REx D2, calcium flux, EC20 dopamine potentiation; potentiation, % at 10 µM; actives 0.34% (n = 340,000);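 active means potentiation over 3 SD above the plate norm, cut at about 30% in these data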; further: 0% is about no effect
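Cells plated with tetracycline inducer and held overnight at 30 C; calcium dye loaded 30–90 min at room temperature; baseline taken, compound added and read 180 s; EC20 dopamine then added and read 180 s.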
D1 ag: Allosteric Agonists of the Human D1 Dopamine Receptor: qHTS; D(1A) dopamine receptor (Homo sapiens), P21728; HEK293 T-REx D1 cells, calcium flux, agonist mode; activation, % at 2 µM; actives 1% (n = 360,000); AID 504660, 2011; in the data active means activation above about 30%; further: 0% is about no effect
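Inducible HEK293 T-REx D1 cells, force-coupled to calcium signalling, were plated at 4000 cells/well with tetracycline and held overnight at 30 C. After no-wash calcium dye loading, compound-evoked calcium rise over 180 s flagged agonists.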
D1 antagonist: Antagonist of Human D 1 Dopamine Receptor: qHTS. HEK293 TREx D1 cells, calcium flux, dopamine EC80; stronger effect = lower value. activity change, negative = inhibition, % at 10 µM. actives 3.2% (n = 360,000); in the data active means activity change below about -30%; further: on the % scale 0 is the no-effect control and ±100 the full control effect
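Antagonism measured as reduced calcium response to an EC80 dopamine addition following 180 s compound pre-read; cells were inducible HEK293 Trex D1 plated overnight at 30 C, read kinetically at 1 cycle/sec.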
D2 antagonist: HTS Assay for Allosteric Antagonists of the Human D2 Dopamine Receptor: Primary Screen for Antagonists. HEK293 TREx D2 cells, calcium flux, dopamine EC80. actives 2% (n = 340,000). AID 485344, 2010. D(2) dopamine receptor (Homo sapiens), P14416. inhibition, % at 10 µM; in the data active means inhibition above about 30%; further: 0% is about no effect
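Measurement of antagonist activity uses fluorescent calcium dye in inducible HEK293 T-REx D2 cells: 10 s baseline, compound addition with 180 s read, EC80 dopamine addition with a further 180 s read.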
TRHR PAM: qHTS for Small Molecule Agonists and Allosteric Enhancers of Human TRH Receptor: Primary Screen for Enhancers. Thyrotropin-releasing hormone receptor (Homo sapiens), P34981. TRHR cells, fluo-8 calcium fluorescence, EC20 TRH enhancement. enhancement, % at 2 µM. actives 0.66% (n = 360,000). AID 493056, 2011; in the data active means enhancement above about 30%; further: 0% is about no effect
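TRHR-expressing cells loaded with fluo-8 calcium dye were read kinetically (ex 480/em 530) during compound addition, then stimulated with an EC20 of TRH (10 nM final). Enhancement of the Gq-mediated intracellular calcium response was scored.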
D1 potentiator: Potentiators of Human D1 Dopamine Receptor: qHTS; D(1A) dopamine receptor (Homo sapiens), P21728; HEK293 TREx D1 cells, calcium flux, dopamine EC20 potentiation; potentiation, % at 10 µM; actives 0.036% (n = 360,000); AID 504651, 2011; in the data active means potentiation above about 30%; further: 0% is about no effect
D2 ag: HTS Assay for Allosteric Agonists of the Human D2 Dopamine Receptor: Primary Screen for Agonists; HEK293 T-REx D2 cells, calcium flux agonist mode; activation, % at 2 µM; actives 0.53% (n = 340,000); AID 485358, 2010;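 active means activation over 3 SD above normal in the single-dose calcium agonist read, cut at about 30% in these data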; further: 0% is about no effect
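Agonism scored from kinetic calcium signal (1 read/sec, 180 s) following compound pin transfer, after a 10 s baseline. Cells: HEK293 Trex line expressing inducible D2 receptor coupled to calcium, dye-loaded after overnight culture at 30 C.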
RXFP1 ag: qHTS Assay for Agonists of the Relaxin Receptor RXFP1; Relaxin receptor 1 (Homo sapiens), Q9HBX9; HEK293T-RXFP1 cAMP TR-FRET, 30 min; response scale: percent of porcine relaxin response, buffer zero; Potency, µM (series often up to 57.5 µM), without a hit: at the top dose activation, hits mostly activators; actives 0.3% (n = 370,000); active means well fitted activation curve with a large enough effect; inconclusive means small, poorly fitted or top-dose-only effect; further: potency means the concentration at half of the fitted maximal effect; on the % scale 0 is the no-effect control and ±100 the full control effect; nearly all actives have a fitted effect of over 60% in size; many of its hits are not listed in these tables
Target sequence (Q9HBX9 whole entry, looked up): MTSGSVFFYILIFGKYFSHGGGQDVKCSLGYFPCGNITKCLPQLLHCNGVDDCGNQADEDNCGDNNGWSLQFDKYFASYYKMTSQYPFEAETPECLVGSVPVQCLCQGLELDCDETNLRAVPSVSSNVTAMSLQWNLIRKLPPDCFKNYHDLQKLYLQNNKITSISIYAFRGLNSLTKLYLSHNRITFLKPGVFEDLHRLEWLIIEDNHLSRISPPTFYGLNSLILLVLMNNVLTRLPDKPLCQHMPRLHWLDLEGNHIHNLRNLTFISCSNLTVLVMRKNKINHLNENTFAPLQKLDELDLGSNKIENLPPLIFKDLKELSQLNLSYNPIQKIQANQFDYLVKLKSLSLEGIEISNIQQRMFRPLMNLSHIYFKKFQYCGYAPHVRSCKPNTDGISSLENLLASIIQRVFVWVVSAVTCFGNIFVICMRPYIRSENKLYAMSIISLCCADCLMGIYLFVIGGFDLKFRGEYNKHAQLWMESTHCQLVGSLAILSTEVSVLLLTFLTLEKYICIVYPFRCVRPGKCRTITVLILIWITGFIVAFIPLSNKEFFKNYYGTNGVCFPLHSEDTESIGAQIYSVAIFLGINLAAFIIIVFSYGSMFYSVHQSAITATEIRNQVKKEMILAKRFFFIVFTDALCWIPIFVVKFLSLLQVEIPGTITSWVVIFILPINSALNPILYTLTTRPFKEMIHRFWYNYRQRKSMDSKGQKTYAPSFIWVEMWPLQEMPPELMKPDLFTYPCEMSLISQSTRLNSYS
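HEK293T cells stably expressing RXFP1 were pretreated with the PDE4 inhibitor Ro 20174, exposed to compounds for 30 min at 37C, lysed, and cAMP was read by TR-FRET. Data normalized to buffer (basal) and 29 nM porcine relaxin (100%).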
RXFP1 antagonist: qHTS Assay for Antagonists of the Relaxin Receptor RXFP1. actives 0.59% (n = 350,000). activity change, negative = inhibition, % at 57.5 µM. HEK293-RXFP1, relaxin-stimulated cAMP HTRF, 30 min; stronger effect = lower value. AID 1259400, 2018;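 active means activity change of -60% or lower, but not beyond a set lower limit; inconclusive means change between -60% and -40%, or beyond the set limit; inactive means change above -40%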; further: on the % scale 0 is the no-effect control and ±100 the full control effect
* = called active by the depositor; ? = inconclusive; nt = no result given; & = joins results of further samples. Only part of the results is shown. The share of hits here may be higher or lower than overall.

SMILES,D1 antagonist,RXFP1 antagonist,D2 ag,D1 ag,D1 potentiator,TRHR PAM,D2 potentiator,RXFP1 ag,D2 antagonist
O=C(CCCCCN1C(=O)c2ccccc2C1=O)Nc1ccc2c(c1)OCCO2,-9,-4,0.4,-1,0,15,-2,1.5%,-5
CCC(=O)Nc1ccc(NC(=O)c2c(C)nc3ccccn23)cc1,-4,-3,0.9,2,-4,4,-4,1.5%,3
CCCCSc1nnc(CNC(=O)C23CC4CC(CC(C4)C2)C3)n1Cc1ccccc1,6,-15,0.9,0,-1,-1,4,-0.6%,-2
Cc1cccc(-c2nsc(SCC(=O)Nc3ccc4c(c3)OCO4)n2)c1,-5,14,-1.4,0,-6,-9,-6,1.0%,-1
O=C(Nc1nnc(COc2ccc(Cl)cc2)s1)c1cccs1,-6,-6,-0.6,3,-1,2,1,0.1%,19
CCCOc1ccc(-c2cccc(NS(=O)(=O)c3ccc(CC)cc3)c2)nn1,-3,-3,-1.1,0,0,0,0,1.9%,nt
CC1(C)CC(=O)c2cc(C(=O)NNc3ccccc3)c(=O)n(-c3ccccc3)c2C1,5,-2,0.0,1,0,6,nt,0.7%,-3
COc1ccc(NC(=O)CCCC(=O)OCC(=O)c2cccc(OC)c2)cc1,1,5,-0.5,6,-2,-5,5,-1.6%,-1
COc1cc(C2CC(c3c(C)cc(C)[nH]c3=O)=NN2c2ccccc2F)cc(OC)c1OC (stereo not given),13,10,1.7,8,-2,10,-5,?,3
C=CCN1C(=O)/C(=C\c2cccc(OC(=O)c3ccco3)c2)SC1=S,-10,16,0.4,9,-9,5,1,4.4%,9
CC(C)(C)Oc1ncc(Br)c(OC(C)(C)C)n1,3,-7,0.5,0,8,2,5,1.0%,-2
COc1ccccc1-c1cc(C(=O)Nc2cc(C)on2)no1,2,-20,0.4,0,3,-1,-12,9.1%,3
COCCNC(=O)c1ccc2c(c1)NC(=O)C(CS(=O)(=O)Cc1ccc(F)cc1Cl)N2 (stereo not given),-11,-5,-1.2,-1,-3,0,nt,4.8%,nt
O=C1CC(N2CCN(c3ccc(Cl)cc3)CC2)C(=O)N1c1ccc(F)cc1 (stereo not given),-4,6,1.0,3,0,-13,11,5.8%,-5
O=[N+]([O-])c1c(-c2cn[nH]c2)n[nH]c1-c1cn[nH]c1,-10,-17,nt,3,-1,-6,nt,0.6%,nt
CCN(CC(=O)NCc1cccs1)S(=O)(=O)c1ccc(F)c(F)c1F,10,-1,-0.6,0,4,-3,-10,0.4%,-22
COC(=O)c1cccc(N(CC(=O)NC2CCCC2)C(=O)CNC(=O)c2cccs2)c1,4,7,0.3,3,-6,10,-10,1.5%,11
CN1C(N)=NC(=O)/C1=C\c1ccc(Br)cc1,-9,9,0.0,6,-10,-2,11,1.4%,6
COc1ccccc1Nc1ccc([N+](=O)[O-])cc1N,-4,-8,-1.3,4,-7,-1,11,0.0%,-2
Cc1ccc(C)c(/C(O)=C2/C(=O)C(=O)N(CCN3CCOCC3)C2c2ccco2)c1 (stereo not given),30,1,0.5,0,-7,-3,16,-0.2%,2
O=S(=O)(NNc1ncc(C(F)(F)F)cc1Cl)c1ccccc1,-10,?,0.0,2,1,20,10,1.9%,-4
Cc1occc1-c1nnc(SCC(=O)Nc2nc3ccccc3s2)o1,17,-7,45*,2,2,2,-22,-0.4%,-19
Cc1cnc(NC(=O)c2cncc(Br)c2)s1,-14,-4,0.2,2,1,1,7,5.6%,7
Oc1ccc(/C=N/Nc2cccc(Cl)n2)c(O)c1,-15,-26,0.3,5,-5,1,7,-2.4%,-1
CN1C(=O)/C(=C/c2ccccc2OCc2ccc(F)cc2)N(C)C1=S,7,-5,-0.4,10,-9,-1,13,2.2%,15
Cc1nn(-c2ccccc2)c(C)c1/C=C/C(=O)OC(C)C(N)=O (stereo not given),4,nt,2.0,2,0,-3,-3,1.8%,4
Clc1ccsc1-c1ccc2ccccc2n1,30,-12,1.5,-2,9,-2,7,3.0%,-13
CC1(C)NC(=O)N(CCCCOc2ccc(Cl)cc2)C1=O,-3,-9,-0.2,1,-3,2,3,0.1%,13
COc1ccc(/C=c2/sc3n(c2=O)NC2(c4ccccc4)N(C)C(=O)N(C)C2(c2ccccc2)N=3)cc1 (stereo not given),8,4,0.5,1,0,8,25,0.7%,2
CCC(C)[C@@H](C(=O)NCC1CCC(C(=O)O)CC1)n1nnc2ccccc2c1=O (stereo not given in full),12,-8,-0.1,1,-3,10,-2,2.2%,-3
CCOC(=O)C1(C)Oc2ccc(S(=O)(=O)CC)cc2NC1=O (stereo not given),-2,-7,0.2,6,-5,2,-7,2.4%,-3
CCCCN1C(=O)/C(=C/C=C2/CC(C)(C)CN2C)SC1=S,12,-3,nt,128*,-4,-1,nt,-0.9%,nt
Cn1cc(C(=O)NCCO)c(=O)c2ccccc21,18,14,0.6,0,3,3,0,2.1%,-12
O=C(NC(Cc1ccccc1)C(=O)O)/C(=C\c1ccc(Br)cc1)NC(=O)c1ccc(Br)o1 (stereo not given),-14,-7,0.1,2,6,-4,1,2.7%,-9
COc1ccc(Cn2ccc3nc(C)c(C(=O)N4CCN(c5cc(C)ccc5C)CC4)cc3c2=O)cc1,17,-23,-0.6,4,-6,11,-13,0.9%,nt
CCOc1c(C)cnc2c1c(=O)n(Cc1c(F)cccc1Cl)c(=O)n2C,-16,29,0.4,3,-1,6,2,-3.5%,0
CC1(C)CC(=O)c2cnc(N3CCc4ccccc43)nc2C1,-18,-21,0.5,10,10,-6,-1,4.5%,7
O=C(Nc1ncc(S(=O)(=O)c2ccc([N+](=O)[O-])cc2)s1)c1ccccc1F,-12,7,8.9,38*,8,4,6,-2.6%,-24
NC(=O)C1CCN(C(=O)CCC(=O)c2ccc(F)cc2)CC1,-6,6,-0.5,1,6,-2,4,-3.8%,-2
Cc1ccc(S(=O)(=O)N(C)CC(=O)O/N=C(\N)c2ccccn2)cc1,6,-6,0.0,2,-3,-3,-3,3.6%,-5
O=C(CCC1N=C2c3ccccc3N=C(SCc3ccccc3F)N2C1=O)NCCc1ccccc1 (stereo not given),15,-2,0.0,2,0,-4,4,-1.1%,nt
CC(C)c1ccccc1NC(=O)c1ccc(CN(c2ccccc2)S(=O)(=O)c2ccccc2)cc1,2,nt,2.2,15,-3,-15,-5,0.2%,-21
CCN(c1ccccc1)S(=O)(=O)c1nnc(NC(=O)c2ccco2)s1,-5&2,-14,-1.0&0.1,0&0,-4&-1,0&-7,3&1,-0.5%&2.6%,9
O=C(c1ccc2c(c1)OCO2)N1CCOCC1,1,-26,0.3,-1,-3,0,6,-1.1%,18
COc1cc(NC(=O)c2ccc(F)cc2)ccc1NC(=O)c1cc2ccccc2o1,-33*,2,-0.6,1,-9,6,6,0.1%,-1
O=S(=O)(Nc1cc(Cl)ccc1N1CCOCC1)c1ccccc1Cl,12,-6,-0.3,-1,-3,4,16,3.2%,-22
COc1cc(/C=N/NC(=O)c2ccc3c(c2)OCO3)ccc1O,-18,-12,-0.6,2,-2,-2,1,2.4%,12
CCOC(=O)c1cnc2ccc(C)cc2c1Nc1ccc(N2CCOCC2)cc1,-7,-101*,0.1,1,0,1,30,0.6%,-3
CCOC(=O)N1CCN(S(=O)(=O)N2CCCC(C(=O)NCCc3ccc(Cl)cc3)C2)CC1 (stereo not given),-41*,0,0.3,5,-3,-2,-5,-5.0%,-6
COC(=O)C(C#N)c1nc2ccccc2nc1N1CCCC1 (stereo not given),-2,2,-0.2,2,14,7,3,-0.3%,-13

Results in RXFP1 antagonist and D1 ag, for 4 of the compounds above:
Structure	RXFP1 antagonist	D1 ag
Cc1cnc(NC(=O)c2cncc(Br)c2)s1	-4	2
O=C(CCCCCN1C(=O)c2ccccc2C1=O)Nc1ccc2c(c1)OCCO2	-4	-1
O=S(=O)(NNc1ncc(C(F)(F)F)cc1Cl)c1ccccc1	?	2
COC(=O)C(C#N)c1nc2ccccc2nc1N1CCCC1 (stereo not given)	2	2

Later entries
SMILES,D1 antagonist,RXFP1 antagonist,D2 ag,D1 ag,D1 potentiator,TRHR PAM,D2 potentiator,RXFP1 ag,D2 antagonist
Cc1ccc(S(=O)(=O)NCCC(=O)OCC(=O)Nc2cccc(Cl)c2)cc1,-42*,3,-0.7,7,-5,-5,-14,-0.2%,2
CCOc1ccc(NC(=O)c2cccc3c2C(=O)N(CCOC)C3)cc1,8,-20,-0.1,-1,-3,7,5,1.3%,9
O=C(Nc1ccccc1N1CCCC1)c1cc(=O)[nH]c2ccccc12,7,-12,-1.0,0,1,-6,7,-0.9%,-4
COc1ccc(-c2cc3nc(-c4ccccc4)cc(N4CCCC(O)C4)n3n2)cc1 (stereo not given),2,-3,-0.2,0,-7,-8,2,15%,-2
COc1ccc(N(CC(=O)NCCc2ccc(S(N)(=O)=O)cc2)S(=O)(=O)c2c(C)noc2C)cc1,-2,-22,-0.5,4,4,9,3,0.2%,-3
Cc1onc(-c2ccccc2)c1C(=O)NC(=S)NNC(=O)c1cc(-c2ccc(F)cc2)n[nH]1,5,-38,-0.4,4,-2,-2,-8,10%,-2
O=C(NNc1ccccc1)C(CCO)C(=O)NNc1ccccc1,19,3,0.9,3,3,1,4,0.5%,-6
CC1(C)CCC(=O)C=C1Nc1ccc(F)c(Cl)c1,-1,-2,-0.5,6,-1,-3,-6,2.6%,22
Cc1ccc(-c2nc(CS(=O)(=O)CC(=O)N3CCN(c4cccc(C)c4C)CC3)c(C)o2)cc1,5,-14,0.1,-1,0,22,3,0.5%,nt
